PHOSPHO1 block = blocks human PHOSPHO1 phosphatase activity; hit rate 1.1% among 290,000; inhibition, % at 13.3 µM; Q8TCT1; recombinant PHOSPHO1, absorbance phosphatase assay; in the data active = inhibition above about 60%
Target sequence (Q8TCT1 whole entry, looked up): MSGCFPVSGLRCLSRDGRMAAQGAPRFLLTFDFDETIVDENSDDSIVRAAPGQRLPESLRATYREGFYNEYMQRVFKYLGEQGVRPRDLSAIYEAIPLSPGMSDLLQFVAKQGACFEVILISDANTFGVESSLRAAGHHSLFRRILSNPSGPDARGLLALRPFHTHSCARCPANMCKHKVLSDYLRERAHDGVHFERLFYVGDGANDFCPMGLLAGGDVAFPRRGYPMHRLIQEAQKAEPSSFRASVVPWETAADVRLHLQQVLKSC
GalR3 antagonist = antagonists of human GalR3. hit rate 0.44% among 360,000. inhibition, % at 3 µM. HEK293 GalR3-CNG cAMP membrane potential fluorescence; galR3 body fused to GalR1 C-terminus;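 active = inhibition above the screen-wide average plus 3 SD, cut at about 13% in these data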;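 also: forskolin and galanin both at EC90 stimulate the cells; cAMP rise reported by CNG channel membrane potential dye signal; 0% = forskolin plus galanin with DMSO and 100% = forskolin alone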
HCV NS3 hel inh = HCV NS3 helicase inhibition | NS3 helicase DNA unwinding, Cy5 molecular beacon fluorescence | inhibition, % at 10.9 µM | hit rate 0.56% among 290,000 | AID 1800;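 active = inhibition above the mean of all tested compounds plus 3 SD, set per campaign, cut at about 35% in these data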;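 also: 0% = DMSO wells and 100% = thioflavine S control wells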
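Assay system: hepatitis C virus NS3 helicase domain fragment enzyme. Also added: annealed dual-labelled DNA beacon duplex, ATP-started. Timing: 1 h reaction at 25 °C, ATP-initiated. Technique: Cy5 fluorescence at 0 and 60 min, beacon hairpin quenching. Evaluation: % inhibition of unwinding. Replication: one well per compound.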
IMP-1 inhibitor = blocks Pseudomonas aeruginosa IMP-1 metallo-beta-lactamase; purified IMP-1, nitrocefin hydrolysis, epi-absorbance fluorescence; inhibition, % at 5.6 µM; hit rate 0.45% among 290,000; AID 1556;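 active = inhibition above the mean plus 3 SD of all compounds in the same screening run, cut at about 4.5% in these data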;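 also: 0% = IMP-1 with DMSO and 100% = DMSO wells lacking enzyme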
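System: purified recombinant IMP-1 beta-lactamase. Medium: Zinc- and detergent-supplemented HEPES buffer, pH 7.1. Compound: one 5.6 µM dose […]. Schedule: 15 min preincubation plus 25 min reaction at 25 °C. Technique: Epi-absorbance fluorescence, 480 nm excitation, 530 nm emission.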
VIM-2 inhibitor = inhibitors of Pseudomonas aeruginosa VIM-2 metallo-beta-lactamase. inhibition, % at 5.6 µM. purified VIM-2, nitrocefin hydrolysis, epi-absorbance fluorescence. AID 1527. hit rate 0.89% among 290,000;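 active = inhibition above the mean of all tested compounds plus 3 SD, cutoff set per screening run, cut at about 7.5% in these data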;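 also: red hydrolysis product quenches plate fluorescence so inhibitors raise well fluorescence; 0% = enzyme with DMSO and 100% = DMSO without enzyme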
DNA FID counter = fluorescent intercalator displacement, NS3 helicase counter-screen; hit rate 0.17% among 290,000; inhibition, % at 7.9 µM; DNA fluorescent intercalator displacement, fluorescence; in the data active = inhibition above about 37%;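 also: 0% = vehicle and 100% = reference compound; higher means more ethidium bromide displaced from hairpin DNA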
V1aR counter = V1a receptor agonism, counter-screen for OXTR agonists; P37288; CHO-V1R cells, Fluo-8 calcium fluorescence, agonist mode; 0% DMSO, 100% 3 nM vasopressin; activation, % at 3 µM; hit rate 0.25% among 320,000;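 active = activation above the mean activation of all tested compounds plus 3 SD, per screening run, cut at about 20% in these data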;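 also: signal is peak over basal fluorescence ratio across a 100 second FLIPR read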
Target sequence (P37288 whole entry, looked up): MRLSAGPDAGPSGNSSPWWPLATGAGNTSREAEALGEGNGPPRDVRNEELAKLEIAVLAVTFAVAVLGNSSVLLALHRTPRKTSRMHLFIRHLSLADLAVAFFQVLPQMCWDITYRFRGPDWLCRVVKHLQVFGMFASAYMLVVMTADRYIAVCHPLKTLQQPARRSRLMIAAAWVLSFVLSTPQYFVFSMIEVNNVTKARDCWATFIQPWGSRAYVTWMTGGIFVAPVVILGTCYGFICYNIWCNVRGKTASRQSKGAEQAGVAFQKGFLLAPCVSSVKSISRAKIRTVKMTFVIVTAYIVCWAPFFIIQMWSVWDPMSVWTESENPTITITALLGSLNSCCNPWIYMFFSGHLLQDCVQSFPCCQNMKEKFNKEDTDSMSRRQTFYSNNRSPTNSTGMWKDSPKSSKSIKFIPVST
GPR7 antag = antagonists of human GPR7 (neuropeptides B/W receptor 1); inhibition, % at 4.4 µM; P48145; AID 1861; GPR7-expressing cells, fluorescence antagonist assay; hit rate 1.1% among 290,000; in the data active = inhibition above about 16%, passing the limit was not always enough;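 also: cells stimulated with the agonist NPW; 0% = agonist with vehicle and 100% = vehicle without agonist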
Target sequence (P48145 whole entry, looked up): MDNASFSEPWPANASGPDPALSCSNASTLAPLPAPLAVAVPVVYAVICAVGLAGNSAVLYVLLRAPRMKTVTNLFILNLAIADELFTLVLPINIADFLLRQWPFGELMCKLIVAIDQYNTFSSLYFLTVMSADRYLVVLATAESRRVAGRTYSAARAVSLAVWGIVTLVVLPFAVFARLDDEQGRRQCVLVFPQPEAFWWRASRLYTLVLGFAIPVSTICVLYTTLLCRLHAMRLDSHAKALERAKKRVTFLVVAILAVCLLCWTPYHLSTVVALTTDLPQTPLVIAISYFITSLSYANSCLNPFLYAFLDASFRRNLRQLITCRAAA
OXTR agonist = agonists of human oxytocin receptor. P30559. CHO-OTR cells, Fluo-8 calcium fluorescence; normalized: DMSO 0%, oxytocin 100%. activation, % at 3 µM. hit rate 0.32% among 320,000. AID 2435;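 active = activation above the mean of all tested compounds plus 3 SD, cutoff set per screening run, cut at about 20% in these data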;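 also: peak over basal fluorescence ratio from a 100 s FLIPR kinetic read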
* = called active by the depositor; . = not tested or not shown. Compounds were not picked by outcome; overall some 4.3% were active at least once.

1	CC12CC(NC(=O)N1CCc1ccccc1)c1ccccc1O2 (stereo unspecified)
2	Cc1ccc(SCc2nc3ccccc3n2CC(=O)Nc2c(C)cccc2C)cc1
3	O=C(CCn1ccc2ccccc21)Nc1ccc(N2CCOCC2)cc1
4	COc1cc(OC)c(OC)cc1/C=N/Nc1ncnc2c1[nH]c1ccc(C)cc12
5	CCCOc1ccccc1C1CC(=O)NC(C)=C1C(=O)OCC(C)C (stereo unspecified)
6	COC(=O)c1ccccc1N/C=C1\CCc2c(c(C)nn2-c2ccccn2)C1=O
7	COc1ccc(/C=N/NC(=O)c2nonc2C)cc1
8	CSc1nc2ccc3nc(NC(=O)c4cccs4)sc3c2s1
entry no.	1	2	3	4	5	6	7	8
PHOSPHO1 block	13.7	-4.2	8.7	34.7	33.1	33.8	45.7	10.1
GalR3 antagonist	-4.8	-4.9	-2.9	-3.0	-4.5	-4.8	-0.1	0.7
HCV NS3 hel inh	4.0	-29.4	1.9	-4.9	-16.4	-3.9	3.3	-33.4
IMP-1 inhibitor	-4.7	0.2	0.4	-1.0	-1.3	-1.7	-4.7	-0.9
VIM-2 inhibitor	-6.2	-4.7	0.6	-2.1	-2.4	4.1	-4.1	-2.9
DNA FID counter	-29.8	-16.9	-7.7	-1.9	-26.1	-0.4	0.4	1.9
V1aR counter	2.2	0.0	2.8	0.4	0.0	4.2	-1.1	0.4
GPR7 antag	-5.3	24.2	30.5*	-19.8	-16.8	-9.7	-1.8	-6.0
OXTR agonist	3.3	-1.0	1.4	0.1	-2.5	-0.1	-1.1	-0.1

9	CC(=O)c1c(C(C)=O)c(C)n(-c2cccc3cccnc23)c1C
10	O=C(Nc1nc2ccccc2s1)c1cnccn1
11	COc1cc(NC(=O)c2cc(-c3cccc(O)c3)on2)cc(OC)c1OC
12	COc1ccc(CCC(=O)Nc2cc([N+](=O)[O-])ccc2OC)cc1
13	O=C1c2ccncc2C(=O)N1C1CCCCC1
14	COC(=O)C1=C(C)Nc2ncnn2C1c1ccco1 (stereo unspecified)
15	CCC1CCCCN1CCCNC(=O)CN1C(=O)COc2ccc(S(=O)(=O)N3CCOCC3)cc21 (stereo unspecified)
16	CCNC(=O)CN1C(=O)NC(Cc2ccccc2)(Cc2ccccc2)C1=O
entry no.	9	10	11	12	13	14	15	16
PHOSPHO1 block	11.7	16.2	-2.3	-12.2	16.0	-13.5	42.2	31.7
GalR3 antagonist	-1.5	1.4	.	-0.7	-2.2	-0.1	0.3	0.7
HCV NS3 hel inh	4.1	1.5	-7.3	-3.0	-8.6	0.9	5.1	24.1
IMP-1 inhibitor	-4.7	-2.9	3.2	-0.5	-1.0	-2.5	-2.8	-5.3
VIM-2 inhibitor	-1.3	-4.0	-0.8	-1.1	-1.4	-1.3	-1.6	-3.8
DNA FID counter	-3.4	0.3	-21.3	4.8	2.4	-6.8	0.4	-3.8
V1aR counter	0.7	2.3	0.9	1.1	0.3	0.1	0.3	-0.9
GPR7 antag	3.4	-7.9	-0.8	-11.4	0.9	-13.3	-10.7	-14.1
OXTR agonist	1.0	4.0	-1.1	-0.1	-0.7	-0.2	-0.1	-0.1

17	O=C(/C=C/c1ccc(S(=O)(=O)NCc2ccco2)cc1)NCc1cccc(Cl)c1
18	Cc1cccc(Nc2ncccc2C(=O)O)c1C
19	Cc1noc(C)c1C(=O)Nc1sc(C)c(C)c1C#N
20	C[C@H](NC(=O)c1nc[nH]c1C(=O)NCc1ccccc1)C(=O)OCc1ccccc1
21	CCCn1nnc(NC(=O)c2cccc(OCc3ccccc3)c2)n1
22	N#C/C(=C(/O)COC(=O)COc1ccc(Cl)cc1)c1nc2ccccc2[nH]1
23	O=C1NC2(CCC3(CC2)OCCO3)NN1c1ccccc1
24	Cc1c(C(=O)NN)sc(-c2ccccc2)c1C#N
entry no.	17	18	19	20	21	22	23	24
PHOSPHO1 block	20.8	-2.2	-22.8	20.9	-15.3	-1.3	-75.1	-31.7
GalR3 antagonist	-6.2	.	-0.7	-2.5	-3.5	5.5	-1.5	15.9*
HCV NS3 hel inh	-2.1	-0.8	2.7	-15.1	17.4	-2.1	-0.4	-5.5
IMP-1 inhibitor	0.9	-4.5	-1.4	-1.9	-0.5	-3.4	-1.6	-2.2
VIM-2 inhibitor	4.0	-0.8	-1.2	-2.8	-5.0	1.7	2.9	-1.4
DNA FID counter	-19.6	0.9	-4.9	-34.6	-14.4	-5.0	7.8	-6.8
V1aR counter	6.2	0.2	1.1	-0.6	0.9	1.5	0.0	0.9
GPR7 antag	5.3	-11.2	-12.1	-4.1	-7.3	-6.2	-1.9	-12.2
OXTR agonist	2.4	-0.1	0.5	-0.9	-1.3	1.4	0.4	0.1

25	CCC(=O)Nc1cc(C(F)(F)F)ccc1N1CCOCC1
26	Cc1cc(N(C)C)c(C#N)c(NCc2ccccc2)n1
27	CC(Nc1ccccc1)c1cc(Cl)ccc1O (stereo unspecified)
28	CCOC(=O)N1CCN(CC(=O)Nc2cccc(Br)c2)CC1
29	O=C(Nc1ccc(Br)cn1)C1CCN(S(=O)(=O)c2cccs2)CC1
30	O=C(N/N=C/c1ccc([N+](=O)[O-])s1)c1ccccc1
31	O=C(CNC(=O)c1cccs1)NCC(=O)OCc1ccc(Cl)cc1Cl
32	CCC(C)(C)n1nnnc1C(c1cccs1)N1CCc2ccccc21 (stereo unspecified)
entry no.	25	26	27	28	29	30	31	32
PHOSPHO1 block	10.7	-7.5	2.0	2.7	37.1	31.9	19.1	10.6
GalR3 antagonist	5.0	-0.1	-3.1	-5.7	1.1	-8.3	-0.5	-4.1
HCV NS3 hel inh	4.5	-5.5	2.7	0.3	16.8	14.2	6.5	-7.3
IMP-1 inhibitor	-2.5	-2.5	-6.1	-3.5	-0.3	-3.3	-0.8	-3.3
VIM-2 inhibitor	-5.0	0.2	-2.2	-2.6	-0.7	-4.0	-0.1	-3.4
DNA FID counter	1.4	-1.7	1.1	-17.6	-9.3	-7.7	-8.0	-12.9
V1aR counter	0.0	-1.0	-2.1	0.3	6.0	0.2	-0.3	-1.3
GPR7 antag	-11.9	-9.6	-3.7	-11.1	16.2	-1.9	2.0	-1.4
OXTR agonist	-0.8	-2.2	-1.6	0.8	8.6	-0.2	-1.7	-1.7

Just GPR7 antag, GalR3 antagonist and PHOSPHO1 block, for some of the entries so far:
#	structure	GPR7 antag	GalR3 antagonist	PHOSPHO1 block
25	CCC(=O)Nc1cc(C(F)(F)F)ccc1N1CCOCC1	-11.9	5.0	10.7
26	Cc1cc(N(C)C)c(C#N)c(NCc2ccccc2)n1	-9.6	-0.1	-7.5

Quoted from the listing:
Value of CCC(=O)Nc1cc(C(F)(F)F)ccc1N1CCOCC1 in V1aR counter: 0.0
Value of CCC(C)(C)n1nnnc1C(c1cccs1)N1CCc2ccccc21 (stereo unspecified) in IMP-1 inhibitor: -3.3
Value of CC(Nc1ccccc1)c1cc(Cl)ccc1O (stereo unspecified) in VIM-2 inhibitor: -2.2
Value of CCOC(=O)N1CCN(CC(=O)Nc2cccc(Br)c2)CC1 in HCV NS3 hel inh: 0.3

Going on with the list:
33	CC(C)[C@H](NC(=O)NCc1ccc(Cl)cc1)C(=O)O
34	C/C(=N\NC(=O)c1ccncc1)c1cc2ccccc2oc1=O
35	CCOC(=O)N/N=C(\C)c1ccccc1OC(F)F
36	O=C(NCCCN1CCCC1=O)c1ccc(Cl)c(NS(=O)(=O)c2ccc(F)cc2)c1
37	S=c1[nH]nc(-c2cccc(Cl)c2)n1CCN1CCCCC1
38	CC(=O)NC(NC(=S)Nc1ccccc1Br)C(Cl)(Cl)Cl (stereo unspecified)
39	COc1ccc(CN2C(=O)c3ccc(C(=O)O)cc3C2=O)cc1
40	COc1ccc(CN2CCNC(=O)C2CC(=O)N(C)Cc2ccno2)c(F)c1 (stereo unspecified)
entry no.	33	34	35	36	37	38	39	40
PHOSPHO1 block	57.4	27.0	19.1	-10.4	-6.7	-25.8	18.4	6.1
GalR3 antagonist	-6.7	-1.8	-9.6	-4.2	2.3	-6.7	-10.3	-2.9
HCV NS3 hel inh	-1.6	4.9	8.4	7.8	0.1	-5.9	9.5	7.3
IMP-1 inhibitor	0.1	-1.6	1.1	-2.2	-3.5	0.2	-2.0	-1.1
VIM-2 inhibitor	2.2	-5.7	1.0	-1.9	-5.8	-4.1	-3.9	-0.3
DNA FID counter	-1.3	-2.9	1.1	-13.4	-5.9	3.4	-7.7	-9.5
V1aR counter	0.3	0.4	-0.1	0.2	0.8	-0.1	0.3	-0.1
GPR7 antag	0.7	5.8	-10.6	-14.0	4.6	-6.2	-6.8	-17.5
OXTR agonist	-0.1	0.3	-1.7	-0.2	-1.0	0.2	-0.5	0.2

41	Cc1ccc(N2C(=O)c3n[nH]c(C)c3C2c2ccccn2)cc1 (stereo unspecified)
42	COc1ccc(S(=O)(=O)Nc2ccc(O)c(Sc3nc4ccccc4s3)c2)cc1
43	O=C(O)C1CCCN(S(=O)(=O)c2ccc(Br)s2)C1 (stereo unspecified)
44	COc1ccc(/C=C/C(=O)Nc2ccccc2C(=O)N2CCCC2)cc1
45	Cc1ccc(S(=O)(=O)NCCC(=O)NC2CC2)cc1
46	COc1ccc(OC)c(NC(=O)Cc2coc3ccc4ccccc4c23)c1
47	CC(=O)NC1C(OCCOc2ccc(Cl)cc2Cl)OC(COC(C)=O)C(OC(C)=O)C1OC(C)=O (stereo unspecified)
48	COC(=O)c1ccc(COc2cccc(OC)c2)o1
49	CC(=O)COc1c(-c2ccco2)oc2ccccc2c1=O
50	CCn1nc2cc(C(=O)NCC34CC5CC(CC(C5)C3)C4)ccc2c1OC
51	C=CC(C)Sc1nc2c(c(=O)n(C)c(=O)n2C)n1Cc1ccccc1Cl (stereo unspecified)
entry no.	41	42	43	44	45	46	47	48	49	50	51
PHOSPHO1 block	36.0	-28.0	15.5	-0.7	41.2	-29.2	41.9	-3.3	39.0	38.2	9.7
GalR3 antagonist	-5.8	-2.8	6.4	-1.5	-9.6	-1.8	7.2	-3.1	-10.7	-1.2	.
HCV NS3 hel inh	-6.1	-1.8	5.5	0.0	3.4	-16.5	-0.5	2.0	9.2	15.8	1.5
IMP-1 inhibitor	-0.7	1.2	-2.3	-5.8	-2.1	-3.2	-3.4	-5.0	-3.6	-3.7	-2.5
VIM-2 inhibitor	-1.4	-1.3	0.3	-4.7	-1.8	-2.5	-1.6	-5.0	-1.2	-2.3	-1.1
DNA FID counter	-11.8	-8.8	-5.0	-16.2	-10.2	-21.6	-29.6	-1.8	-7.4	-25.4	2.0
V1aR counter	0.8	0.6	0.5	0.2	-0.2	0.2	0.8	-0.5	.	0.0	-0.7
GPR7 antag	-1.9	1.4	-6.3	0.3	-6.2	-5.7	-5.5	-7.8	-9.1	-5.8	-5.7
OXTR agonist	0.6	1.4	0.2	0.5	-0.7	-0.5	-0.3	0.1	.	-1.1	-0.8

Bioassay records deposited in PubChem by several laboratories.
